# High-throughput results as filed in PubChem BioAssay.
# PAD4 inh = PAD4 (human) enzyme inhibition. inhibition, % at 6.36 µM. AID 485272. recombinant PAD4, RCA probe fluorescence polarization. Q9UM07. 0.41% of 330,000 active;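 active = percent inhibition above a cutoff equal to the mean of all tested compounds plus 3 SD, cut at about 15% in these data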;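 also: 0% = PAD4 with RCA probe and DMSO and 100% = probe without PAD4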
# PREPL inh = human PREPL enzyme inhibition; Q4J6C6; recombinant PREPL, fluorescence polarization activity-based probe; inhibition, % at 5.96 µM; 0.68% of 320,000 active; AID 2751; in the data active = inhibition above about 43%;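 also: 0% = enzyme with DMSO and 100% = wells lacking enzyme; many of its hits are not listed in these tables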
# PAFAH2 FP inh = PAFAH2 (human) inhibition. inhibition, % at 3.39 µM. Q99487. 0.99% of 340,000 active. recombinant PAFAH2, FP-rhodamine activity probe, fluorescence polarization;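 active = inhibition above the mean over all tested compounds plus 3 SD, cut at about 30% in these data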;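 also: inhibitors block probe labeling of enzyme so polarization drops; 0% = enzyme with DMSO and 100% = wells lacking PAFAH2 protein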
# PAFAH1B3 inh = inhibitors of human PAFAH1B3. Q15102. recombinant PAFAH1B3, FP-rhodamine probe, fluorescence polarization. inhibition, % at 3.39 µM. 0.28% of 340,000 active;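 active = inhibition above the screen-wide average of all tested compounds plus 3 SD, cut at about 25% in these data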;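 also: 0% = enzyme with DMSO only and 100% = wells lacking PAFAH1B3 protein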
# LYPLA2 counter = LYPLA2 (human) inhibition in PME1 counter-screen. O95372. recombinant LYPLA2, FP-Rh probe fluorescence polarization. inhibition, % at 5.9 µM. 0.38% of 320,000 active. AID 2177;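 active = inhibition above the screen-wide mean plus 3 SD, limit set per campaign, cut at about 26% in these data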;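 also: 0% = LYPLA2 with DMSO and 100% = wells lacking LYPLA2 enzyme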
# pPAFAH FP inh = pPAFAH (human) enzyme inhibition; 1.5% of 330,000 active; recombinant pPAFAH, FP-rhodamine probe fluorescence polarization; inhibition, % at 3.39 µM; Q13093; AID 463082;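 active = inhibition above the mean inhibition across the screen plus 3 SD, cut at about 25% in these data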;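 also: inhibitors block binding of the rhodamine activity-based probe so polarization drops; 0% = enzyme with DMSO and 100% = wells lacking pPAFAH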
# Target sequence (Q13093 whole entry, looked up): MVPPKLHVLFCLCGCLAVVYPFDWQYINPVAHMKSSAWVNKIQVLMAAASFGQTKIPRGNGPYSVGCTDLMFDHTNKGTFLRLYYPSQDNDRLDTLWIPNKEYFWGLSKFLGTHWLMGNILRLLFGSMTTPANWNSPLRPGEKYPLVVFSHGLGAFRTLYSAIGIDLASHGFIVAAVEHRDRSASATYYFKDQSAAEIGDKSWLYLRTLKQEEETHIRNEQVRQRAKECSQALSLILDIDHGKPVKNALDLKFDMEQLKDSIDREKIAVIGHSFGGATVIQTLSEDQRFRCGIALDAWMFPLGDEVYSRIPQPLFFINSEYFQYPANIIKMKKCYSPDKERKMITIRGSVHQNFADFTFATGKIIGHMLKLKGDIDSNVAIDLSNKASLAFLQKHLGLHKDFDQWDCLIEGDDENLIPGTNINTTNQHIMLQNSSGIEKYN
# PAFAH1B2 FP inh = inhibitors of human PAFAH1B2; inhibition, % at 3.39 µM; P68402; recombinant PAFAH1B2, FP-rhodamine activity probe, fluorescence polarization; 1.2% of 340,000 active;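 active = inhibition above the mean of all tested compounds plus 3 SD, cut at about 24% in these data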;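 also: 0% = enzyme with DMSO and 100% = wells lacking PAFAH1B2; many of its hits are not listed in these tables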
# Target sequence (P68402 whole entry, looked up): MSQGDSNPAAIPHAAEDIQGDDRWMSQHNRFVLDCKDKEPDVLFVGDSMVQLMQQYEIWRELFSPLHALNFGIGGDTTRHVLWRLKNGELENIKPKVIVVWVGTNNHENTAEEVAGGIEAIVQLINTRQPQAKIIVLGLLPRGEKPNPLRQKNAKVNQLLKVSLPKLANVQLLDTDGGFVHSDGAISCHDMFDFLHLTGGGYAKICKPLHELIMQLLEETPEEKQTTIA
# GSTO1 inh = GSTO1 inhibition, counter-screen for RBBP9 inhibitors; 1.1% of 300,000 active; P78417; recombinant GSTO1, activity-based probe fluorescence polarization; inhibition, % at 5.96 µM;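 active = inhibition above the campaign mean inhibition plus 3 SD, cut at about 35% in these data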;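 also: 0% = GSTO1-1 with DMSO and 100% = wells lacking GSTO1-1 enzyme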
# LYPLA1 inh = blocks human lysophospholipase 1, a PME1 counter-screen; O75608; recombinant LYPLA1, FP-Rh probe fluorescence polarization; inhibition, % at 5.9 µM; 0.16% of 320,000 active; AID 2174;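 active = inhibition above the mean of all tested compounds plus 3 SD, set per campaign, cut at about 14% in these data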;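 also: inhibitors block serine hydrolase probe labeling of LYPLA1 so polarization falls; 0% = enzyme with DMSO and 100% = wells lacking LYPLA1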
# Target sequence (O75608 whole entry, looked up): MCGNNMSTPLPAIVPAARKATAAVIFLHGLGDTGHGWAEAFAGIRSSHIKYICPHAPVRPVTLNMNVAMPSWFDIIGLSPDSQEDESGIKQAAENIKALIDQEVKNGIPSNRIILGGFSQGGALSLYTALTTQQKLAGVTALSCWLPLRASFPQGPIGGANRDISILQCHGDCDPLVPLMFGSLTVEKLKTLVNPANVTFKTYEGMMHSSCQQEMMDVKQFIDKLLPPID
# Numbers without * were called inactive; nt = not tested or not shown. An excerpt (hit frequency here may not be typical).
SMILES,PAD4 inh,PREPL inh,PAFAH2 FP inh,PAFAH1B3 inh,LYPLA2 counter,pPAFAH FP inh,PAFAH1B2 FP inh,GSTO1 inh,LYPLA1 inh
COc1cc(Br)cc2cc(C(=O)NCC3CCCO3)c(=O)oc12 (centres undefined),2,2,0,4,-4,6,7,0,0
O=C(Cn1nnc2ccccc21)OCC(=O)c1ccc(F)cc1,0,2,3,2,4,-1,10,-10,2
CCOP(=O)(OCC)C(NC(=O)Nc1ccc(Cl)cc1)C(N)=O (centres undefined),2,-1,0,5,-3,-4,-2,-1,-4
CC(=O)c1cccc(N=Cc2c(O)ccc3ccccc23)c1,-4,-4,3,-2,1,0,6,21,-1
Cc1nnc(SCC(=O)N(C(C)C)C(C)C)nc1C,-4,-7,2,3,-2,0,2,23,1
CC(=O)N1N=C(c2ccco2)CC1c1ccc(Br)cc1 (centres undefined),-2,-4,8,4,0,-3,5,4,-3
COC(=O)c1ccc(C(NC(=O)c2cccnc2)NC(=O)c2cccnc2)cc1,-2,0,1,17,0,1,3,2,-1
COc1ccc(/C(C)=N/Nc2nccnc2Cl)cc1,4,-12,8,-2,-6,1,6,nt,-2
CCN(CC)CCNC(=O)C1c2ccccc2C(=O)N(CCOC)C1c1ccc(F)cc1 (centres undefined),-2,19,-9,-1,0,2,2,-3,2
C[C@@H]1CN([C@@H](C)CO)C(=O)c2cc(NC(=O)CCN3CCOCC3)ccc2O[C@@H]1CN(C)C(=O)Nc1ccccc1,1,2,9,1,nt,1,4,nt,nt
COC(=O)Nc1c(-c2ccccc2)nc2ccc(C)cn12,2,3,1,-11,1,3,1,1,5
CCC(C(=O)NC(C)(C)C)N(C(=O)Cn1nnc(-c2ccccc2F)n1)c1cccc2c1CCCC2 (centres undefined),-1,7,6,2,0,-8,3,-1,0
CCOc1ccc(C2C(C(=O)c3ccc(C)o3)=C(O)C(=O)N2c2cc(C)on2)cc1OC (centres undefined),0,2,8,3,8,5,0,0,3
COc1ccc(N2CCN(C(=O)COc3ccc(Cl)cc3Cl)CC2)cc1,-1,4,12,9,21,4,2,9,1
O=C(O)CN1C(=O)NC2NC(=O)NC21 (centres undefined),0,-6,-2,4,-8,-5,2,1,-2
CCN(CC(=O)Nc1ccccc1OC)C(=O)COc1ccc2ccccc2c1,2,6,3,7,0,4,8,3,-2
C[N+](C)(C)CCOC(=O)CCC(=O)OCC[N+](C)(C)C,0,-4,-5,13,-6,4,3,2,0
Cc1cc(/C=N/NC(=O)c2ccc(CN3CCOCC3)cc2)c(C)n1-c1ccccc1,-2,8,2,4,5,5,-5,5,1
C[C@H](CO)N1C[C@H](C)[C@@H](CN(C)C(=O)Nc2ccc3c(c2)OCO3)Oc2ccc(NC(=O)Nc3ccc4c(c3)OCO4)cc2C1=O,1,21,9,11,nt,8,8,nt,nt
O/N=C1\CCCc2ccc(Cl)cc21,-2,11,-10,-3,6,10,-2,7,1
CNCCNC[C@H](Cc1cccc2ccccc12)NCCc1ccccc1,4,23,-4,0,nt,3,3,nt,nt
Cc1ccc(NC(=O)CCc2c(C)[nH]c(=O)c(C#N)c2C)cc1,-3,-3,0,6,0,1,5,-7,2
Cc1ccc2c(c1)N(C)/C(=C/c1cccc[n+]1C)S2,-2,12,3,7,1,3,3,8,1
O=C(N/N=C/c1cccnc1)c1sc2ccccc2c1Cl,-2,10,-1,6,-4,1,3,-3,-6
O=C1c2cccc3cccc(c23)C(=O)N1CCCSc1ncn[nH]1,0,-8,2,9,-5,4,2,1,-3
Cc1ccc(NC(=O)N/C=C/c2ccc(Cl)cc2)cc1,-7,13,-4,5,-6,2,4,-6,-3
CCCC1=C(C(=O)OCC)C(c2cccs2)n2ncnc2N1 (centres undefined),-1,-5,6,0,2,-2,9,3,2
O=C(NC(=O)c1ccccc1)C1=C(N2CCCC2)COC1=O,-3,17,7,16,2,1,4,nt,5
NNC(=O)[C@H](Cc1ccccc1)NC(=O)NCCc1ccccc1,-1,5,3,-4,-3,4,2,9,-2
COCCNC(=O)C(OC(=O)c1cccs1)c1ccccc1 (centres undefined),0,-4,8,15,-9,3,1,5,-1
CCN(CC)C(=O)Cn1cnc2c1c(=O)n(C)c(=O)n2C,3,-2,-2,7,6,1,-2,2,5
O=C(COC(=O)CCC(=O)c1ccc(F)cc1)Nc1cccc(S(=O)(=O)N2CCOCC2)c1,-2,4,9,2,7,7,3,6,1
Cc1cccc(C(=O)N2CCN(c3ccc([N+](=O)[O-])c(N4CCOCC4)c3)CC2)c1,6,21,-9,1,2,-3,-2,1,2
O=C(NCc1ccccn1)c1ccc(NS(=O)(=O)c2cccc([N+](=O)[O-])c2)cc1,-10,2,8,16,8,3,4,nt,3
Cc1nnc(SCC(=O)NC(C)(C)C)n1C1CCCCC1,0,-3,-6,10,3,-5,0,2,1
CCCOc1ncnc2c1sc1nc3c(cc12)COC(C)(C)C3,-10,3,3,10,7,6,-1,4,6
CCOC(=O)CCSc1nc(C)cc(C(F)(F)F)c1C#N,1,6,-2,0,6,3,3,3,2
Cc1ccc(S(=O)(=O)NCCC(=O)Nc2ccc(S(=O)(=O)NC(C)C)cc2)cc1,8,2,-9,-2,-3,-1,4,5,1
CC(=O)c1cccc(NC(=O)c2cc(-c3ccco3)on2)c1,0,0,-12,1,-5,4,9,4,-6
Cc1ccc(-c2cc(C(=O)N/N=C/c3cccnc3)c3ccccc3n2)cc1C,0,-23,nt,nt,-26,-13,nt,-18,-21
CC(Oc1cc2oc(=O)cc(-c3ccccc3)c2cc1Cl)C(=O)NCC1CCC(C(=O)O)CC1 (centres undefined),-2,11,2,8,17,-1,9,12,2
Cc1cc([N+](=O)[O-])nn1CC(=O)N/N=C/c1ccccc1F,-1,12,4,4,4,5,-2,5,3
O=C(CC(NC(=O)c1ccccc1)c1ccccc1)NCc1ccccc1 (centres undefined),3,7,1,5,nt,-3,6,nt,nt
c1cncc(-c2csc(-c3cccnc3)n2)c1,2,-2,0,0,2,-2,3,4,3
COc1cc2c(C(=O)N3CCN(C4CCCCC4)CC3)cn(CC(C)C)c(=O)c2cc1OC,4,-8,nt,nt,-6,4,nt,2,-2
CCc1ccccc1N(CC(=O)NC1CCCCC1)C(=O)CCC(=O)Nc1ccccn1,2,5,-9,1,-2,0,5,0,-1
CC(C)(C)n1nnnc1C(c1ccccc1)N1CCc2ccccc2C1 (centres undefined),-5,-9,-1,5,6,1,-4,-3,-1
COc1ccc(CN2CCN(CCc3ccccc3)C(CCO)C2)c(O)c1 (centres undefined),2,13,1,7,9,1,0,14,8
COC(=O)c1cc(NS(=O)(=O)c2ccc(N3CCCCCC3)c([N+](=O)[O-])c2)cc(C(=O)OC)c1,-6,5,6,4,-18,9,33*,-22,-8
COc1ccccc1N(CC(=O)N1CCN(c2ccc(F)cc2)CC1)S(=O)(=O)c1ccc(C)cc1,2,1,0,3,8,5,4,0,1
Cc1c(C(=O)OCc2nc3scc(-c4ccccc4)c3c(=O)[nH]2)cccc1[N+](=O)[O-],-3,2,-10,2,-16,7,5,-8,-9
CN(c1ccccc1)c1ccc(/C=C(\CCC(=O)O)c2nc3ccccc3s2)cc1[N+](=O)[O-],8,21,32*,-3,23,54*,89*,34,6
O=C(CCN1C(=O)S/C(=C\c2ccc(Cl)cc2)C1=O)Nc1ccc(C(=O)O)cc1,0,11,-4,-2,5,5,-4,5,-1
N#CCC(CNc1ncc(C(F)(F)F)cc1Cl)OC(=O)c1cccc([N+](=O)[O-])c1 (centres undefined),0,14,-2,5,-5,13,3,2,-3
Cc1ccccc1CN1C2=NCCN2c2ccccc21,0,22,2,8,0,1,0,-14,0
O=C(NCc1ccccc1Cl)c1cccc(NC(=O)c2ccccc2)c1,-3,-20,-3,-4,23,-5,2,-1,-9
CC1Oc2ccccc2N(CC(=O)NCCCN2CCOCC2)C1=O (centres undefined),-3,-11,2,1,0,1,-4,-4,-4
COc1ccc2c(c1)O/C(=C\c1ccco1)C2=O,4,10,9,6,8,8,1,3,4
CC(=O)C(=Cc1cn(-c2ccccc2)nc1-c1ccccc1)C(C)=O,-3,1,-1,1,2,3,-5,-5,3
CS(=O)(=O)c1ccc(-n2nnc3ccccc32)c([N+](=O)[O-])c1,-8,3,5,2,-1,3,5,2,-1
# Continuation:
SMILES,PAD4 inh,PREPL inh,PAFAH2 FP inh,PAFAH1B3 inh,LYPLA2 counter,pPAFAH FP inh,PAFAH1B2 FP inh,GSTO1 inh,LYPLA1 inh
Clc1cccc(C2Nc3cccc4cccc(c34)N2)c1Cl,-5,19,15,-1,0,7,1,14,-1
COc1ccc(CC2c3cc(OC)c(OC)cc3CC[N+]2(C)CCC(=O)OCCCCCOC(=O)CC[N+]2(C)CCc3cc(OC)c(OC)cc3C2Cc2ccc(OC)c(OC)c2)cc1OC (centres undefined),1,5,-4,8,1,-1,-2,11,0
CC1CCCN(C(=S)NCCc2ccccc2)C1 (centres undefined),-4,10,2,10,5,5,8,8,2
Cc1cc(OC(=O)c2ccc(S(=O)(=O)N3CCCCC3)cc2)c([N+](=O)[O-])c(=O)[nH]1,0,-4,13,4,1,-1,11,-1,1
CCOC(=O)C1=C(CP(=O)(c2ccccc2)c2ccccc2)NC(=O)NC1c1ccc(Cl)cc1 (centres undefined),1,23,-3,8,6,9,7,-1,-1
Cc1c(C(=O)N/N=C/c2ccc(O)c(Br)c2)sc(N)c1C#N,-10,18,1,3,4,15,-2,-23,-1
COc1ccc(Cl)cc1Nc1nc(N)c2ccccc2n1,-2,8,5,-1,1,4,-3,-2,2
COc1ccc(C(C)=O)cc1COC(=O)c1cccnc1SC,-3,-7,-2,0,7,1,3,-1,-2
C#CCOCCOCCOCCNc1nc(N2CCN(C(=O)C([C@@H](C)O)n3cc([C@@H](N)CCCCN)nn3)CC2)nc(N2CCN(C(=O)[C@H](CO)n3cc([C@@H](N)C(C)C)nn3)CC2)n1 (some centres undefined),-2,14,0,13,nt,2,6,nt,nt
Cn1c(=O)c2c(nc(Oc3ccccc3)n2C)n(C)c1=O,-2,9,1,8,1,8,1,-4,0
Cc1nc(-c2c(C(=O)NNC(=O)Nc3c(C)cccc3C)noc2C)cs1,-1,16,-4,6,-1,-2,3,2,3
O=C(/C(=C(\[O-])c1ccccc1)[n+]1ccc2ccccc2c1)c1ccc([N+](=O)[O-])cc1,2,-2,-1,10,0,1,15,-2,-3
O=C(COC(=O)c1ccc(O)cc1)NCCc1c[nH]c2ccccc12,-10,20,10,0,-5,3,4,nt,1
Nc1c(Br)cc(Br)c(N2CCCC2=O)c1Br,-3,-13,2,7,-11,-7,6,0,-8
COCCNc1nnnc2c1sc1nc(N3CCOCC3)c3c(c12)CC(C)(C)OC3,0,8,6,7,0,-2,3,8,1
CCC(=O)N1c2ccccc2-c2nnc(SC)nc2OC1c1ccc(OC)c(OC)c1 (centres undefined),1,1,3,0,5,9,3,-4,5
Cn1ncc(Br)c1NC(=O)Nc1ccc(OC(F)(F)F)cc1,6,7,0,2,3,-5,-5,6,0

# An excerpt from above in order of molar mass, descending:
SMILES,PAD4 inh,PREPL inh,PAFAH2 FP inh,PAFAH1B3 inh,LYPLA2 counter,pPAFAH FP inh,PAFAH1B2 FP inh,GSTO1 inh,LYPLA1 inh
O=C(/C(=C(\[O-])c1ccccc1)[n+]1ccc2ccccc2c1)c1ccc([N+](=O)[O-])cc1,2,-2,-1,10,0,1,15,-2,-3
COc1ccc(Cl)cc1Nc1nc(N)c2ccccc2n1,-2,8,5,-1,1,4,-3,-2,2
Cn1c(=O)c2c(nc(Oc3ccccc3)n2C)n(C)c1=O,-2,9,1,8,1,8,1,-4,0
